Assay outcomes (PubChem BioAssay)
hcDAF-12 act: H. contortus DAF-12 activation, primary screen. HEK293 hcDAF-12 lit1-tk-luc reporter, luminescence; 0% DMSO, 100% Δ7-dafachronic acid. activation, % at 6.8 µM. actives 1.4% (n = 370,000). AID 652067;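 active = activation above the mean of all tested compounds plus 3 SD, cut at about 5.5% in these data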;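 also: 100% = response to 3 µM Δ7-dafachronic acid high control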
ADAM17 inh: inhibits human ADAM17; inhibition, % at 6.95 µM; actives 0.83% (n = 370,000); recombinant ADAM17, EDANS/DABCYL FRET peptide cleavage; P78536; AID 720648;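 active = inhibition above the mean of compounds lying between control limits plus 3 SD, set per campaign, cut at about 8.5% in these data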;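 also: 0% = DMSO-only wells as the low control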
DAX1 inh-1: blocks DAX1 repression of SF-1 activated StAR promoter | HEK293T StAR-luciferase reporter, SF-1/DAX-1 repression relief | inhibition, % at 6.8 µM | actives 1.1% (n = 370,000) | AID 652010;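 active = inhibition above the mean over all tested compounds plus 3 SD, cut at about 3.6% in these data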;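 also: 0% = DAX-1 cells with DMSO and 100% = cells lacking DAX-1 with DMSO; higher inhibition means more luminescence from relief of DAX-1 repression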
DAX1 inh-2: NR0B1 (DAX1) inhibition; inhibition, % at 6.75 µM; AID 504766; HEK293 Gal4-DAX1 luciferase reporter, luminescence; actives 0.99% (n = 340,000); P51843;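 active = inhibition above the mean over all tested compounds plus 3 SD, cut at about 4.2% in these data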;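 also: 0% = DAX1-transfected cells with DMSO and 100% = empty-vector control cells with DMSO; inhibition shows as a rise in luminescence from relieved DAX1 repression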
FXN GAA850 act: increases GAA850 frataxin promoter reporter activity. AID 540364. activation, % at 6 µM. HEK293 lucGAA850 FXN promoter luciferase reporter, 24 h; percent of 10 µM SAHA response. actives 0.56% (n = 360,000);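 active = activation above the average of all compounds screened plus 3 SD, cutoff fixed separately per campaign, cut at about 7.5% in these data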;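 also: 0% = DMSO wells and 100% = 10 µM SAHA wells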
hgDAF-12 ag: agonists of H. glycines DAF-12 nuclear receptor. HEK293 GAL4-hgDAF12 UAS-luciferase reporter, agonist luminescence; normalized to butyrate control. activation, % at 6.8 µM. actives 1.8% (n = 370,000). AID 687014;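 active = activation above a cutoff set at the mean of all screened compounds plus 3 SD, cut at about 10% in these data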;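 also: 0% = DMSO wells and 100% = sodium butyrate wells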
PLCb3 inh: PLC-beta3 (human) inhibition, primary screen; Purified PLC-beta3, fluorogenic substrate, fluorescence; inhibition, % at 12.2 µM; actives 0.18% (n = 370,000); AID 720704; in the data active = inhibition above about 11%;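 also: 0% = median of compound wells on plate and 100% = full blocker control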
ADAM10 inh: ADAM10 inhibition, QFRET primary screen | inhibition, % at 7 µM | recombinant ADAM10, EDANS/DABCYL FRET peptide cleavage, 3 h | actives 0.62% (n = 370,000);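 active = inhibition above a per-campaign cutoff equal to the mean of compounds falling between control-based bounds plus 3 SD, cut at about 20% in these data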;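 also: 0% = DMSO wells while the 100% control is not disclosed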
HGIII-sPLA2 inh: Inhibits HGIII-sPLA2 liposome hydrolysis, primary screen; Q9NZ20; QFRET BODIPY PC-A2 liposome hydrolysis, fluorescence; inhibition, % at 12.2 µM; actives 0.56% (n = 370,000);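 active = inhibition above mean plus 3 SD of compounds lying within the high and low control bounds, cut at about 19% in these data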;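 also: 0% = median of test compound wells and 100% = no enzyme DMSO wells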
ssDAF-12 act: S. stercoralis DAF-12 activation, primary screen; HEK293 ssDAF-12/GRIP1 lit1-tk-luc reporter, luminescence; % of 3 µM dafachronic acid response; activation, % at 6.8 µM; AID 652126; actives 1% (n = 370,000);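 active = activation above the mean over all tested compounds plus 3 SD, cut at about 0.9% in these data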;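 also: 0% = DMSO-only wells and 100% = 3 µM delta7-dafachronic acid wells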
PLCg1 inh: blocks human PLC-gamma1 enzyme activity | inhibition, % at 12.2 µM | AID 720700 | purified PLC-gamma1, fluorogenic substrate, fluorescence | actives 0.84% (n = 370,000) | P19174; in the data active = inhibition above about 9.5%
* marks the source's active call; other numbers are inactive results; i = inactive; . = not tested or not shown.

canonical_smiles	hcDAF-12 act	ADAM17 inh	DAX1 inh-1	DAX1 inh-2	FXN GAA850 act	hgDAF-12 ag	PLCb3 inh	ADAM10 inh	HGIII-sPLA2 inh	ssDAF-12 act	PLCg1 inh
COc1ccc(CCNC(=O)c2cnc(C)cn2)cc1	3.0	3	-0.6	0.4	1.4	1.4	-1	1	2	-1.0	5
CCN1CCN(Cc2ccc(NC(=O)c3cc(NC(=O)c4nccnc4N)cc(OC)c3)cc2C(F)(F)F)CC1	-2.8	0	-1.1	-0.6	3.1	-2.9	-15	-2	-9	-1.2	-10
CCOC(=O)N1CCN(C(=O)CCc2ccc(S(=O)(=O)NCCc3ccccc3)cc2)CC1	-1.6	-2	-1.1	0.4	1.2	-1.4	0	0	-17	-1.7	-1
COc1cccc(N2CCN(C(=O)c3cc4cc(Cl)ccc4[nH]3)CC2)c1	5.4	0	0.0	-0.4	1.2	2.8	-14	5	-12	0.9	-6
C=CCN(c1ccccc1)S(=O)(=O)c1ccc(Cl)c(C(=O)OCC(=O)NCCCN2CCCC2=O)c1	-1.9	2	0.2	-0.7	3.4	-1.7	-5	5	-2	-1.7	4
O=C(/C=C/c1cccc(Br)c1)NCc1ccncc1	-0.6	0	-1.2	0.1	0.2	2.1	2	3	-4	-1.2	0
Cc1cnc(C)c(N(C)NC(=S)Nc2ccccc2)n1	-0.4	0	-0.2	1.6	0.6	-3.0	2	-6	4	-1.2	0
O=c1c2ccccc2[nH]c(=S)n1C1CCCCC1	-0.6	-3	-0.1	0.3	3.6	1.0	5	-1	5	-0.7	2
COC(CNC(=O)c1ccc(CS(=O)(=O)c2ccc(Br)cc2)o1)OC	-0.7	5	0.2	0.5	3.3	-0.9	-2	5	-5	-0.8	0
Cc1ccc(C(=O)N/C(=C/c2ccco2)C(=O)NCCc2c[nH]c3ccccc23)cc1	2.2	1	0.6	2.2	-0.7	-0.8	1	-2	-61	-0.2	-5
CCOc1cccc(C(=O)Nc2ccc3[nH]ncc3c2)c1	4.7	-4	2.9	0.8	5.9	13*	-6	-6	0	-0.5	3
COc1cc2ccccc2cc1C(=O)NNC(=O)c1ccccc1O	2.0	-29	-4.6	0.5	-1.6	-6.7	-62	-87	8	-1.2	-41
C=CCSc1nc(-c2ccccc2)c2cc(Cl)ccc2n1	-0.3	-5	0.4	-0.9	0.8	0.3	2	-1	4	-0.9	1
COc1ccccc1CNC(=O)c1ccccc1C(=O)NC(CC(C)C)C(=O)NCc1ccccc1OC (centres undefined)	-0.7	-1	0.6	0.8	-1.1	1.0	-5	-3	3	-0.8	-3
O=c1cc(CN2CCOCC2)c2cc(Cl)c(O)cc2o1	0.0	i	0.3	0.1	1.6	-0.2	i	i	9	-1.0	i
OCCCNc1nc(-c2ccccc2)c2cc(Cl)ccc2n1	-1.1	-172	-0.3	.	3.5	0.2	i	-428	-2	-1.2	-477
CC(C)NC(=O)c1ccc2c(c1)nnn2C	-0.5	-1	-0.5	0.3	2.7	-1.5	1	1	1	-0.6	0
CC1CC1C(=O)N1CCN(S(=O)(=O)c2cccc(F)c2)CC1 (centres undefined)	2.8	1	-0.2	-0.2	1.3	-4.2	-6	-1	10	-1.0	-2
COc1ccc(N2CCN(C(=O)C3COc4ccccc4O3)CC2)cc1 (centres undefined)	-1.8	1	0.3	-0.8	-0.4	-1.6	1	5	2	-0.8	1
CC(C)[C@H](NC(=O)c1ccccc1)C(=O)Nc1cccc(S(=O)(=O)N2CCOCC2)c1	1.1	-2	0.3	-0.9	-3.5	-0.2	-12	-15	7	-1.1	6
COc1ccc(/C=C(\C#N)c2cc(OC)c(OC)cc2[N+](=O)[O-])cc1	3.2	-8	0.2	0.5	2.1	-1.0	-11	-3	-2	0.2	-3
COc1cc(CNc2ccccc2)c([N+](=O)[O-])cc1OC	-0.8	-4	-0.3	0.7	1.8	-1.7	-14	-17	15	-1.7	-3
Cc1cc(Nc2ncc(Cl)cc2Cl)n(-c2ccccc2)n1	4.6	3	-0.9	0.0	1.3	-0.5	5	-2	4	0.1	6
CCOc1ccc2nc(N3CCC(C(=O)N4CCN(c5ncccn5)CC4)CC3)sc2c1	-0.4	0	-0.4	-0.2	1.4	6.0	1	-12	-3	-1.2	0
CCC(C)(C(=O)NC1CCCC1)N(C(=O)Cc1cccs1)c1c(C)n(C)n(-c2ccccc2)c1=O (centres undefined)	-0.2	-2	-0.8	-0.3	-1.4	-1.9	3	-1	3	-1.4	2
COc1cc([N+](=O)[O-])c2nc(C=NNC(N)=S)ccc2c1	-0.9	-1	-2.6	1.0	1.1	4.4	2	-10	9	-1.5	4
CCOc1ccccc1Nc1ccc2nonc2c1[N+](=O)[O-]	-3.3	-5	0.5	-0.1	2.7	-1.0	-8	2	4	-1.4	2
O=C(NCc1ccccc1)C(C1CC1)n1c(=O)c(-c2ccco2)nc2ccccc21 (centres undefined)	2.0	-92	-0.8	.	.	3.3	-123	-368	-11	-0.3	-101
CC(c1nnnn1C(C)(C)C)N(Cc1cccnc1)Cc1ccccc1Cl (centres undefined)	-2.6	4	-0.7	-0.9	2.8	-2.5	-1	0	-11	-1.7	4
Cc1c(Br)c([N+](=O)[O-])nn1CC(=O)N1CCN(C23CC4CC(CC(C4)C2)C3)CC1	0.4	-5	-0.3	0.5	-0.7	-1.0	-13	-2	-6	-0.7	0
COc1ccc(CCC(=O)NCCS(=O)(=O)N2CCN(c3ccccc3F)CC2)cc1	-0.3	-1	-1.3	0.2	-1.6	-1.0	-6	0	-4	-0.6	-1
Cc1cccnc1NC(=O)C1CCCN(S(=O)(=O)c2ccc3c(c2)oc(=O)n3C)C1 (centres undefined)	-1.5	2	1.3	0.4	-0.5	1.6	4	-3	2	-1.0	3
Cc1onc(-c2ccccc2)c1-c1n[nH]c(=S)n1-c1ccc(C(=O)O)cc1	-0.2	1	0.8	1.4	-2.1	2.0	2	0	4	-1.0	3
Cc1ccc(-n2c(SCn3nnc4ccccc4c3=O)nnc2-c2cccnc2)c(C)c1	0.4	-5	-0.2	-0.6	0.5	1.0	-3	-5	5	-1.7	-2
CC1CCN(S(=O)(=O)c2ccc3ncn(CC(=O)N(C)C4CCCCC4)c(=O)c3c2)CC1	0.1	-4	0.2	1.6	1.6	-1.5	2	-9	-2	-1.2	2
CCCCOc1ccc(C(=O)N/C(=C/C=C/c2ccccc2)C(=O)N2CCOCC2)cc1	-2.5	6	1.1	-0.2	3.8	2.9	-37	5	-36	-1.2	-33
CC(C)CCNC1=NCCCCC1	-0.5	3	-0.4	-0.2	-1.3	2.2	1	3	2	-1.6	1
CCCCCCCCCC(=O)NNC(=O)c1c(O)c2ccccc2n(CCC)c1=O	2.5	-1	-0.5	-0.5	-0.9	-0.6	0	3	2	-1.0	0
O=C(O)c1cn2c3c(ccc(Cl)c3c1=O)OCC2	0.1	-91	0.2	-0.6	-0.4	-2.7	-166	-230	12	-1.5	-121
O=C(Cc1cccs1)NCCS(=O)(=O)N1CCN(c2ccccc2F)CC1	1.1	-2	-1.2	0.9	-5.9	2.1	-9	-4	0	-1.3	-2
O=C1CSc2ccccc2N1Cc1ccccc1F	2.3	3	-0.6	-0.5	2.0	3.3	0	2	-5	-1.0	-5
Cc1ccc(S(=O)(=O)N(C)C)cc1NC(=S)Nc1ccc2[nH]c(=O)[nH]c2c1	-0.3	-6	-1.3	0.3	1.8	-2.8	-10	-13	7	-0.7	0
Cc1cc(NC(=O)CSc2nnc(-c3cccc(F)c3)n2N)no1	-1.2	2	5.2*	0.1	1.5	-1.7	-2	-6	5	-1.1	0
COc1ccc(-c2ccc(SCC(=O)Nc3nccs3)nn2)cc1OC	-0.1	-5	-0.4	-0.2	5.2	-0.4	-3	-4	-2	-1.2	-2
O=C(CCNS(=O)(=O)c1ccccc1)NCC1CCCCC1	-1.3	0	0.7	2.3	1.9	1.8	-8	2	0	-0.8	0
CN(CCOc1ccccc1)CC(=O)Nc1ccc(Cl)cc1[N+](=O)[O-]	-2.4	-1	-0.2	0.5	1.4	-4.4	0	-4	0	-1.5	2
O=C(c1cc(C2CC2)nn1-c1ccccc1)N1CCN(Cc2ccccc2)CC1	0.2	1	-0.8	-0.2	1.1	-0.9	2	-3	-5	-1.8	1
COc1ccccc1N1CCN(C(=O)c2cn(Cc3ccccc3)nc2-c2cccnc2)CC1	-0.2	-1	-0.2	0.6	1.1	-1.6	-5	0	-2	-1.1	3
CCC(NC(=O)C1CCCO1)c1ccccc1 (centres undefined)	0.4	0	-0.2	0.6	-1.2	1.0	-3	0	-1	-0.4	1
C#Cc1cccc(C(=O)N2CCCC(C(=O)c3ccc(OC)cc3C)C2)c1 (centres undefined)	-1.7	0	-1.5	0.9	1.8	0.0	-9	7	-5	-0.7	-3
CCC(Cc1ccccc1)NC(=O)c1cc(S(=O)(=O)N2CCCCC2)c[nH]1 (centres undefined)	-0.8	-1	1.4	0.9	-2.9	-1.4	0	-11	5	-1.3	-1
